Hck Nef HTS: blocks Nef-activated human Hck kinase | Recombinant Hck-YEEI plus Nef, Z-Lyte FRET kinase assay | P08631 | inhibition, % at 20 µM | AID 463187 | 0.68% of 220,000 active;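 active = Hck-Nef kinase inhibition above about 50%, limit read from the data; inactive = inhibition below that limit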;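 also: 0% = DMSO with Hck plus Nef and 100% = Hck alone without Nef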
Target sequence (P08631 whole entry, looked up): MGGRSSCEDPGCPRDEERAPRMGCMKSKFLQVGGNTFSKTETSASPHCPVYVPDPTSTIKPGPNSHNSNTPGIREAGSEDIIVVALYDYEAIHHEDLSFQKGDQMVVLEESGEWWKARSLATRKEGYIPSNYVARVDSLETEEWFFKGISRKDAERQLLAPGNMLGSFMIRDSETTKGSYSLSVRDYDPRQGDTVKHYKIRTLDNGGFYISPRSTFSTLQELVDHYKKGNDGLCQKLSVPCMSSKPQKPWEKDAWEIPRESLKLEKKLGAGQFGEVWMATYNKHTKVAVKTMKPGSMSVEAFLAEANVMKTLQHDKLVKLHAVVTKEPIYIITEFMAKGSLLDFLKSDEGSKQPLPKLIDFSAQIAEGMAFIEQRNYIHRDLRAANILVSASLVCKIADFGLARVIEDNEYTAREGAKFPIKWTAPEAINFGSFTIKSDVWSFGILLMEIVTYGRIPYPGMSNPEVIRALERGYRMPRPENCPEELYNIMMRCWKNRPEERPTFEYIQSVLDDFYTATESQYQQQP
TNF necrop inh: inhibitors of TNF-alpha induced necroptosis in Jurkat FADD-/- cells | 0.068% of 220,000 active | Jurkat FADD-/- TNF necroptosis rescue, ATP luminescence, 24 h; 0 = TNF only, 100 = no-TNF cells | activation (protection from cell death), % at 10 µM;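 active = activation, meaning protection from cell death, of at least 50% relative to plate controls; inactive = activation below 50%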;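 also: necroptosis triggered by 40 ng/mL TNF-alpha added together with compound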
FXIa inh: factor XIa (human) inhibition | inhibition, % at 5 µM | 0.14% of 220,000 active | P03951 | purified FXIa, Boc-Glu-Ala-Arg-AMC fluorogenic substrate;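 active = inhibition of at least 40%; inactive = inhibition below 40%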;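 also: fluorescence of freed AMC excited at 355 nm; 0% = enzyme without compound and 100% = no enzyme blank; many of its hits are not listed in these tables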
Rad51 HR inh: Rad51 (human) homologous recombination inhibition. Q06609. hRad51 DNA strand exchange, fluorescence dequenching. inhibition, % at 10 µM. 0.085% of 200,000 active. AID 1385;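 active = inhibition above 40% at the single screening dose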;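 also: 0% = DMSO control wells and 100% = blanks with heterologous ssDNA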
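System: hRad51 filaments on single-stranded DNA; reagent: Fluorescein- and BHQ1-tagged 47-mer duplex; compound dosing: one concentration, 10 µM final; timing: filaments 15 min 37 °C, then compound 30 min; measured by: fluorescein emission 520 nm, excitation 485 nm; benchmarks: per-plate controls and blanks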
FXIIa inh 1536: blocks human coagulation factor XIIa protease activity; P00748; purified FXIIa, Boc-QGR-AMC fluorogenic substrate, 2 h; 0.3% of 220,000 active; inhibition, % at 5 µM; in the data active = inhibition above about 40%;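 also: 0% = enzyme with no compound and 100% = blank without enzyme; many of its hits are not listed in these tables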
Thrombin inh: thrombin (human) inhibition | P00734 | alpha-thrombin, Boc-VPR-AMC fluorogenic substrate cleavage | inhibition, % at 5 µM | 0.26% of 220,000 active | AID 1046;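 active = inhibition at or above 40%; inactive = inhibition below 40%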;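 also: 0% = enzyme with no compound and 100% = wells without enzyme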
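System: human alpha-thrombin protein; Compound dosing: one concentration per compound, 5 µM, with 0.2% DMSO; Timing: reaction at room temperature; Technique: AMC fluorescence, 355/460 nm; Controls: enzyme without compound as high, wells lacking enzyme as low.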
zVAD death inh: blocks zVAD induced death of L929 cells; L929 zVAD necroptosis rescue, ATP luminescence, 24 h; with zVAD 60 µM; viability rescue, % at 10 µM; 0.38% of 220,000 active;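 active = activation, scaled between plate controls, above about 75%, limit read from the data; inactive = activation under that limit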;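 also: 0% = zVAD with DMSO and 100% = DMSO alone without zVAD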
KCC2 mod: modulates chloride dependent transport by human KCC2; B-score of Tl+ flux slope (higher = more flux/activation; lower = inhibition) at 10 µM; KCC2 cells, thallium flux FluoZin-2 fluorescence; Q9H2X9; 2.2% of 190,000 active;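 active = thallium flux slope and its plate-corrected score both differing from the plate sample mean at a set confidence after two filtering rounds, in either direction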;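 also: slope of fluorescence scaled to starting intensity during 10 to 20 s after thallium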
hK5 inh: blocks human kallikrein 5 protease activity. Q9Y337. recombinant hK5, fluorogenic AMC substrate cleavage. inhibition, % at 5 µM. 0.59% of 210,000 active;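 active = inhibition of 40% or more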;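 also: 0% = enzyme controls without compound and 100% = no-enzyme blanks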
Target sequence (Q9Y337 67-293 limits assumed): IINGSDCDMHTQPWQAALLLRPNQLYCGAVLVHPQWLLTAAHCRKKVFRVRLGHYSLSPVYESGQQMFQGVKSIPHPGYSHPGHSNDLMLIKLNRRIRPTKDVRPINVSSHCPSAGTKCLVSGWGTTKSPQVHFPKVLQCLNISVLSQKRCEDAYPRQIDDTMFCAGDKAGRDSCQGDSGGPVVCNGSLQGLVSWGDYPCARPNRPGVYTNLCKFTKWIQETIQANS
* hit, by the source's call; · = no result given. Only part of the results is shown. The share of hits here may be higher or lower than overall.

SMILES	Hck Nef HTS	TNF necrop inh	FXIa inh	Rad51 HR inh	FXIIa inh 1536	Thrombin inh	zVAD death inh	KCC2 mod	hK5 inh
O=C(Nc1cccc(C(F)(F)F)c1)C1(c2ccccc2)CC1	-16	2.1	-3	10	7	-3	0.5	0.021	-9
Cc1cc(C)nc(NS(=O)(=O)c2ccc(Br)s2)c1	8	2.9	-4	0	9	-8	1.0	0.72	-4
O=C(CCNS(=O)(=O)c1ccc(Br)s1)NC1CCCC1	-1	0.4	6	6	17	9	0.7	-0.14	-2
O=C(C1CCN(c2nnnn2-c2ccccc2)CC1)N1CCN(c2ccccc2)CC1	1	-0.2	-2	0	-10	-3	-0.1	0.49	-1
Cc1sc2nc(CSc3ccccc3)nc(NCCN(C)C)c2c1C	0	7.6	1	-5	2	-7	0.0	1.5	-16
COc1ccccc1C(=O)OCCNC(=O)Cn1cnc2c1c(=O)n(C)c(=O)n2C	-11	1.1	0	1	·	-4	0.8	0.043	3
CCOC(=O)C(NS(=O)(=O)c1ccc(Br)cc1)C(C)C (stereo not drawn)	1	-0.9	-6	-3	-11	-16	-0.4	-0.02	-1
COc1ccc(S(=O)(=O)CCC(=O)N2CCN(c3ccc(F)cc3)CC2)cc1	-11	2.8	-4	·	4	-6	1.2	-0.45	·
COC(=O)C1=C(C(=O)OC)C2(OC1c1ccccc1C)C(=O)c1ccccc1C2=O (stereo not drawn)	6	-0.9	8	-1	15	-1	1.4	-0.0074	-6
C=CCn1c(SCC(=O)Nc2c(C)cccc2C)nnc1-c1cnccn1	2	0.1	3	-1	-8	-12	0.4	0.0077	5
COC(=O)c1cn(-c2ccccc2)nc1-c1ccncc1	-4	0.1	16	6	6	1	0.1	-0.8	11
C/C=C(/C)C(=O)Nc1cccc(C2=NOC3(C2)C[C@@H](C(N)=O)N(C(=O)CC(c2ccccc2)c2ccccc2)C3)c1 (stereo partly drawn)	26	0.5	0	0	8	-4	0.0	-0.26	2
O=C(/C=C/c1ccc2c(c1)OCO2)NCCSCc1ccc(Cl)cc1Cl	-1	-3.3	-4	·	8	0	-0.1	-0.23	-6
C=CCn1c(SCC(=O)Nc2nc(C)cs2)nnc1C(NC(=O)c1ccccc1)C(C)C (stereo not drawn)	-6	5.4	4	7	15	18	-0.4	0.52	51*
COc1ccc(/C=C/C(=O)Nc2nc(C)cc(C)n2)cc1OC	0	-4.0	-10	-3	-2	-4	-0.5	0.3	9
COCc1cc(C)n(CC(=O)Nc2ccccc2OC)c(=O)c1C#N	1	-2.5	-1	2	7	-5	-0.1	0.62	-8
COc1cccc(/C=N\Nc2nncc(-c3ccccc3)n2)c1	-3	-1.4	0	8	12	2	-0.2	-0.011	-7
CC(=O)Nc1ccc(NC(=O)C2CCCN2C(=O)Nc2ccc(F)c([N+](=O)[O-])c2)cc1 (stereo not drawn)	21	0.1	1	15	10	0	4.1	-0.77	2
CC(=O)N1c2ccccc2NC2=C(C(=O)CC(C)(C)C2)C1c1cccn1C (stereo not drawn)	10	0.1	-2	6	13	4	2.9	0.73	-14
CCOC(=O)CNC(=O)N1CCCC(CNS(=O)(=O)Cc2ccccc2)C1 (stereo not drawn)	20	-0.5	1	·	8	-5	1.9	0.045	2
C[N+]1(CC(O)COc2ccccc2)CCN(C(=O)c2ccc([N+](=O)[O-])cc2)CC1 (stereo not drawn)	0	1.3	1	·	12	1	0.6	-0.14	-3
COC(=O)c1sccc1NC(=O)CC1C(=O)NCCN1C(=O)c1ccc(C)c(C)c1 (stereo not drawn)	16	-1.1	-7	-9	3	-4	0.8	0.14	-1
CCn1cc(C(=O)NCc2cccc(F)c2)c(=O)c2cc(F)c(N3CCN(C(=O)c4ccco4)CC3)cc21	-2	-5.5	1	3	-2	-4	0.6	-0.78	-22
CCOC(=O)N1CCN(CC(=O)Nc2ccc(C)c(Br)c2)CC1	-18	-0.3	-8	·	-5	-9	-1.3	-0.24	-2
c1ccc(C2[C@H]3CN(Cc4cccnc4)[C@H](c4ccccc4)C34CC2(c2ccccc2)C4)cc1 (stereo partly drawn)	21	-3.3	-5	-2	5	-6	0.2	-1.2	-3
COc1ccc2[nH]c(=O)c(CN(CCO)S(=O)(=O)c3ccc(C)cc3)cc2c1	19	0.8	-6	-5	1	-10	4.2	-0.26	-3
CCCN(CCC)CCNS(=O)(=O)c1ccc2c(c1)oc(=O)n2C	1	-0.2	1	-3	11	-2	1.2	-0.63	2
Cc1nnc(SCc2c(Cl)cccc2Cl)s1	0	1.4	16	4	14	3	-0.3	0.24	2
Cn1cc([N+](=O)[O-])c(C(=O)Nc2cc(Oc3ccccc3)cc([N+](=O)[O-])c2)n1	4	-2.8	0	3	8	-13	-0.7	-0.39	-14
CCn1c(SCC(=O)Nc2ccccc2F)nc2c(c1=O)SC(C)C2 (stereo not drawn)	3	-0.1	4	2	17	1	-0.3	·	5
Cc1c(C(=O)Cc2ccccc2)n(C)c2ccccc12	-8	0.7	-4	-8	6	-7	-0.6	-0.81	-1
O=C(CSc1nnc(Cc2cccs2)n1-c1ccccc1)NCc1ccc2c(c1)OCO2	-1	-1.0	-8	2	-7	-7	-0.2	0.49	10
CCOC(=O)c1c(NC2=NS(=O)(=O)c3ccccc32)sc2c1CCC(C)C2 (stereo not drawn)	5	1.6	6	·	10	2	0.7	0.59	-3
COc1ccc(C(=O)[C@H]2[C@H]3C(=O)N(c4ccc(OC(C)=O)cc4)C(=O)[C@H]3C3C=CC=NN32)cc1 (stereo partly drawn)	19	0.7	2	-9	6	-2	0.5	-0.023	2
CC(C)Oc1ccc(C(=O)NC2(C(F)(F)F)N=C3SCCN3C2=O)cc1 (stereo not drawn)	-1	-1.7	1	-19	12	-1	-0.4	-0.41	4
CCOc1cc2[nH]c(=S)n(C(C)C)c(=O)c2cc1OCC	5	-2.7	8	-3	22	-2	-0.6	9.7*	-16
CCOC(=O)CCSCC(=O)Nc1cc(C)on1	3	0.0	-3	1	3	-3	0.1	-0.041	-3
CNc1nc(-c2ccc(OC)cc2)c(-c2ccc(OC)cc2)s1	-1	-0.8	0	5	7	-8	11	0.88	-1
NC(=O)N/N=C/c1cccc(C(F)(F)F)c1	9	-1.4	-14	-4	2	-2	1.7	-0.093	-7
CC(C)(C)CC(C)(C)NC(=O)/C=C/C(=O)O	-4	0.5	4	16	6	-4	0.8	0.049	-5
Cc1ccc(CNS(=O)(=O)c2cn(C)cn2)cc1	-1	-0.7	-2	2	18	5	0.0	·	1
CC(=O)N(\C=C/C=C/C=C1\Sc2ccccc2C1=O)c1ccccc1	35	-13	1	-277	12	8	-2.1	-0.56	-6
C/C(=N\Nc1ccc(Cl)cc1)c1c(O)cc(C)oc1=O	12	-1.0	0	11	13	-5	-0.3	-0.0081	-2
CC(=O)Cc1cc(=O)c2c(C)cc(O)c(C3OC(CO)C(O)C(O)C3O)c2o1 (stereo not drawn)	27	0.0	4	1	12	5	-0.3	-0.24	2
Cc1ccc(C(=O)Nc2nccc(-c3cccs3)n2)cc1	1	-4.9	3	1	19	1	0.1	0.057	7
C/C(=N\NC(=O)C1(C)NC(C)(C)Cc2ccccc21)c1ccccc1 (stereo not drawn)	14	0.2	22	-9	18	20	-1.9	-1.5	21
COc1ccc(C2(CNC(=O)c3ccc(Br)o3)CCOCC2)cc1	8	-1.8	-10	-4	-11	-6	-0.2	-0.46	34
CCN(CCn1cccn1)C(=O)CC1C(=O)NCCN1Cc1ccc(OC)c(OC)c1 (stereo not drawn)	12	-0.3	6	1	8	-11	-0.9	1.3	0
CCC(=O)N1CCN(c2ccc(NC(=O)c3cc4ccccc4o3)cc2Cl)CC1	-18	-6.0	-1	·	1	-1	4.0	-0.46	2
COc1nc(C#N)c(N2CCOCC2)o1	-1	-1.1	1	4	5	-5	-0.3	1.2	0
CN(C)C(=O)CSCc1c(Cl)cccc1Cl	0	2.5	3	12	11	0	0.9	0.0055	-6
Cc1oc2cc(O)cc(O)c2c(=O)c1-c1ccc2c(c1)OCCCO2	3	-1.3	8	-1	18	5	1.5	·	7
CCOC(=O)c1c(NC(=S)Nc2ccccc2)sc2c1CCN(CC)C2	4	-4.8	10	-47	17	22	-0.2	1.6	22
Cn1cc(CNC(=O)c2sc3cccc(Cl)c3c2Cl)cn1	-8	-2.4	-2	0	7	-3	-1.1	-0.37	-12
COc1ccc(C2=NN(C(=O)c3cccc([N+](=O)[O-])c3)C(c3cccc([N+](=O)[O-])c3)C2)cc1 (stereo not drawn)	0	-7.7	6	4	9	-1	-0.5	·	-22
COc1ccc(C(=O)Nc2c(Cl)cc(Cl)cc2C(=O)NCc2ccco2)cc1	2	0.3	5	-2	14	2	0.4	0.5	-17
CC(C)=CC/C=C1\CCC(C(=O)O)C(C(=O)O)C1 (stereo not drawn)	0	-0.5	4	-5	17	-2	0.1	0.5	-8
CC(=O)Nc1ccc(OC(=O)COc2ccc(Br)cc2)cc1	12	-0.3	4	·	10	-3	-0.2	-0.22	-20
COc1ccccc1OCc1nc(C#N)c(N2CCC(C(N)=O)CC2)o1	1	-0.6	11	7	29	2	0.9	·	-6
CCOc1ccc(NC(=O)CN(C)CC(=O)Nc2ccc(Br)cc2F)cc1OCC	-29	1.8	-1	4	·	-3	4.4	-1.3	1
S=c1nc(-c2ccc(Br)cc2)[nH]c2ccccc12	6	-0.9	10	16	9	1	5.4	93*	1
O=C(CNC(=O)C1COc2ccccc2O1)N/N=C/c1ccc(O)cc1O (stereo not drawn)	12	-7.1	9	-3	8	1	1.4	-0.12	-20
CCNC(=S)NS(=O)(=O)c1ccc(CC)cc1	0	-1.9	-2	-2	8	-1	0.5	·	0

Entries of single compounds as entered above.
Shown for C/C(=N\Nc1ccc(Cl)cc1)c1c(O)cc(C)oc1=O = Hck Nef HTS = 12; TNF necrop inh = -1.0; FXIa inh = 0; Rad51 HR inh = 11; FXIIa inh 1536 = 13; Thrombin inh = -5; zVAD death inh = -0.3; KCC2 mod = -0.0081; hK5 inh = -2
Shown for Cc1ccc(CNS(=O)(=O)c2cn(C)cn2)cc1 = Hck Nef HTS = -1; TNF necrop inh = -0.7; FXIa inh = -2; Rad51 HR inh = 2; FXIIa inh 1536 = 18; Thrombin inh = 5; zVAD death inh = 0.0; KCC2 mod = ·; hK5 inh = 1
Shown for Cc1ccc(C(=O)Nc2nccc(-c3cccs3)n2)cc1 = Hck Nef HTS = 1; TNF necrop inh = -4.9; FXIa inh = 3; Rad51 HR inh = 1; FXIIa inh 1536 = 19; Thrombin inh = 1; zVAD death inh = 0.1; KCC2 mod = 0.057; hK5 inh = 7

Some of the entries so far, as labelled records.
Cc1oc2cc(O)cc(O)c2c(=O)c1-c1ccc2c(c1)OCCCO2
  Hck Nef HTS: 3 | TNF necrop inh: -1.3 | FXIa inh: 8 | Rad51 HR inh: -1 | FXIIa inh 1536: 18 | Thrombin inh: 5 | zVAD death inh: 1.5 | KCC2 mod: · | hK5 inh: 7
Cc1ccc(C(=O)Nc2nccc(-c3cccs3)n2)cc1
  Hck Nef HTS: 1 | TNF necrop inh: -4.9 | FXIa inh: 3 | Rad51 HR inh: 1 | FXIIa inh 1536: 19 | Thrombin inh: 1 | zVAD death inh: 0.1 | KCC2 mod: 0.057 | hK5 inh: 7
